Sm TGR block = inhibitors of Schistosoma mansoni thioredoxin glutathione reductase | Q962Y6 | 360,000 tested, 3% active | Potency, µM (highest dose often 114 µM), inactives show at the highest dose activity change, negative = inhibition, actives largely listed as inhibitors | purified TGR, DTNB reduction, TNB absorbance 405 nm; note: potency is the fitted concentration of half-maximal effect; nearly all actives have a fitted effect of over 60% in size
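First, TGR (20 nM dispensed) and NADPH were mixed with compound. Second, a 15 min room-temperature incubation followed. Third, further NADPH and then DTNB were added to start the reaction. Finally, TNB absorbance was monitored kinetically.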
LmPK inhibitor = blocks Leishmania mexicana pyruvate kinase activity; 290,000 tested, 0.37% active; AID 1721; purified LmPK, Kinase-Glo ATP luminescence, 1 h; Q27686; Potency, µM (series often up to 57.5 µM), without a hit: at the top dose activity change, negative = inhibition, hits mostly inhibitors; note: potency is the fitted concentration of half-maximal effect
Target sequence (Q27686 whole entry, looked up): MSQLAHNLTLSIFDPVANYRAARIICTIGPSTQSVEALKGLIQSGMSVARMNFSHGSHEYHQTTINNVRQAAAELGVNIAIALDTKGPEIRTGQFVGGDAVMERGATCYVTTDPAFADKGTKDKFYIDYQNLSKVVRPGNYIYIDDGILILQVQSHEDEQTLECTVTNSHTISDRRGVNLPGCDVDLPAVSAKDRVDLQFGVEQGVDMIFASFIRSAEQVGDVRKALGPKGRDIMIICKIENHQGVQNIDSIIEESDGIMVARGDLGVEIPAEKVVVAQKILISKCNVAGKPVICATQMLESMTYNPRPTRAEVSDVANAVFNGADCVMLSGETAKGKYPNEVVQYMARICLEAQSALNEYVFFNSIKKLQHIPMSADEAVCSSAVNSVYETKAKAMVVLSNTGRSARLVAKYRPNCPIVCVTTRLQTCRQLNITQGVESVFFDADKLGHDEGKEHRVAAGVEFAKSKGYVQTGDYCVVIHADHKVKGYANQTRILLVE
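In 50 mM imidazole pH 7.2 with 7 mM MgCl2, LmPK (0.1 nM) turned over PEP (0.5 mM) and ADP (0.1 mM) for 1 h at room temperature. Luciferase read-out of ATP.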
HCMV inh = human cytomegalovirus inhibition; activity change, negative = inhibition, % at 57.5 µM; HFF cells, HCMV-luciferase reporter, 72 h; hits give low values; AID 1259415; 410,000 tested, 4.5% active; in the data active = activity change below about -60%; inconclusive = no clear call, values can overlap the other calls; inactive = above about -39%
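Two-dose cell screen: HFF monolayers treated with compounds and infected with luciferase-expressing HCMV at 1 PFU/cell, 72 h at 37C, then lysed for luciferase measurement.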
AmpC inh no detg = AmpC beta-lactamase inhibition without detergent; AmpC nitrocefin hydrolysis, absorbance 480 nm, 0.0001% Triton; AID 485341; P00811; Potency, µM (titrated, usually from 57.1 µM), inactives show at the top dose activity change, negative = inhibition, most hits filed as inhibitors; 330,000 tested, 0.52% active;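 note: potency is the fitted concentration of half-maximal effect; plate controls were no compound for no effect and no enzyme for full effect; nearly all actives have a fitted effect of over 20% in size; some results filed as inactive show a strong effect at the top dose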
Target sequence (P00811 whole entry, looked up): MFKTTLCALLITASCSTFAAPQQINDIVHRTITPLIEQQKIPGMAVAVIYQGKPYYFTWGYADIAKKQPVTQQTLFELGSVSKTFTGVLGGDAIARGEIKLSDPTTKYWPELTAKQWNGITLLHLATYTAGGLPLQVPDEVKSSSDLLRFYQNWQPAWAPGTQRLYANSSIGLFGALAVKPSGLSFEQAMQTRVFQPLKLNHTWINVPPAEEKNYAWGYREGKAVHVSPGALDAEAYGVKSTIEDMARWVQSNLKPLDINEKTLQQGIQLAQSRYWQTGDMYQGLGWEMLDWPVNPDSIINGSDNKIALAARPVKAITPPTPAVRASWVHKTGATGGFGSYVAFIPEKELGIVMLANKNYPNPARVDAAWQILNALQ
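20 mM phosphate pH 7.0 + 0.01% (detergent screen) or 0.0001% Triton X-100; 5.3 nM AmpC reagent; cpd preinc 15 min RT; nitrocefin (800 uM stock) to start; A480 q20 s × 4 min; Activity was normalised to no-enzyme and no-compound control wells.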
Tb PYK inh = inhibitors of Trypanosoma brucei pyruvate kinase; Q57TT1; TbPYK enzyme, Kinase-Glo Plus ATP luminescence, 45 min; Potency, µM (doses to about 76.8 µM), without a hit: at the top dose activity, negative = inhibition, actives largely listed as inhibitors; 410,000 tested, 0.12% active; note: potency is the fitted concentration of half-maximal effect; nearly all actives have a fitted effect of over 50% in size
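T. brucei PYK with substrate was exposed to pin-transferred compounds across a concentration series, then started with 130 uM ADP (final). After 45 min at room temperature, Kinase-Glo Plus luminescence was read, normalized and curve-fitted.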
AmpC inh detg = inhibitors of E. coli AmpC beta-lactamase with detergent; P00811; AmpC hydrolysis of nitrocefin, absorbance 480 nm, 0.01% Triton; Potency, µM (series often up to 114 µM), for the others: top-dose activity change, negative = inhibition, actives largely listed as inhibitors; 370,000 tested, 0.041% active; AID 485294;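 note: potency is the fitted concentration of half-maximal effect; 0% = no-compound wells and -100% = no-enzyme wells; nearly all actives have a fitted effect of over 25% in size; some results filed as inactive show a strong effect at the top dose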
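20 mM phosphate pH 7.0 + 0.01% (detergent screen) or 0.0001% Triton X-100; 5.3 nM AmpC reagent; cpd preinc 15 min RT; nitrocefin (800 uM stock) to start; A480 q20 s × 4 min; Activity was normalised to no-enzyme and no-compound control wells.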
AMA1-RON2 inh = disrupts binding of P. falciparum AMA1 to RON2; AID 720542; Potency, µM (doses to about 58.2 µM), inactives show at the top dose activity change, negative = inhibition, usual class: inhibitors; 360,000 tested, 0.2% active; AlphaScreen AMA1-biotinylated RON2 peptide binding;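 note: potency is the fitted concentration of half-maximal effect; 0% = vehicle wells and -100% = peptide control; nearly all actives have a fitted effect of over 45% in size; some results filed as inactive show a strong effect at the top dose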
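AMA1 (3D7) with his tag at 25 nM final met compounds first, then biotinylated RON2 peptide at 25 nM; detection used donor plus acceptor beads, 10 µg/mL apiece, read by AlphaScreen after 30 min at room temperature.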
Active calls of the source: *; ? = inconclusive; nt = not tested or not shown; & = joins results of further samples; [ ] = remark or other dose. Unless noted, calls come from the whole dose curve; as a rule, active = well fitted curve in the direction sought with a large enough effect; inconclusive = small, poorly fitted or top-dose-only effect, or another doubt; inactive = no such curve, though single readings can be large; an effect the other way counts as inactive or inconclusive. Unless noted, % is set by controls: 0 for no effect and ±100 for the full control effect.

Values run as follows: Sm TGR block, LmPK inhibitor, HCMV inh, AmpC inh no detg, Tb PYK inh, AmpC inh detg, AMA1-RON2 inh
O=C(NC(=S)Nc1ccccc1N1CCCC1)c1cccc(F)c1
  1%, 1%, 102, -36%, -1%, 7%, -5%
O=C(c1ccc(Cl)cc1)c1cnc(-c2ccc(Cl)cc2)s1
  1%, 0%, 23, -32%, 1%, -3%, 9%
CN(C(=O)CSc1nnc(-c2ccco2)n1C)C1CCCCC1
  -11%, nt, -13, -11%, -5%, ?, -7%
CC1CCCN(c2ncnc3c2nc2n3CCCCC2)C1 (stereo not drawn)
  -4%, nt, 15, nt, -2%, 8%, nt
CCCNC(=O)Cc1cc(=O)[nH]c(=O)[nH]1
  1%, 1%, -33, ?, 1%, 3%, -5%
Cc1cccc(C)c1NC(=O)C1CC(=O)N(C(C)C)C1 (stereo not drawn)
  2%, -1%, -19, -8%, -7%, -8%, -1%
Clc1ncc(CN2CCN(Cc3ccccc3)CC2)s1
  ?, -4%, 8, -10%, 14%, -1%, 3%
CN(c1ccc(OCC(=O)OCC(=O)Nc2ccc(Br)cc2)cc1)S(=O)(=O)c1cccs1
  -2%, 4%, 11, -37%, 19%, -2%, -20%
O=C(CSc1nnc(NC(=O)CN2CCOCC2)s1)Nc1ccccc1
  24%, -2%, -13, -5%, -5%, 3%, -1%
O=C(N/N=C/C=C/c1ccccc1)c1cc(C2CC2)[nH]n1
  0%, -9%, -33, -33%, -4%, -3%, 77%[activator]
S=c1[nH]nc(COc2ccccc2)n1/N=C/c1ccccc1Cl
  30%, -6%, ?, -45%, -18%, ?, 56%[activator]
OC(C#CCN1CCCCC1)(c1ccccc1)c1ccccc1
  -29%, 2%, -16, 19%, -5%, 7%, 13%
Cc1cc(C)c(NC(=O)Cn2nnc(C(=O)NCc3ccco3)c2N)c(C)c1
  3%, -6%, ?, -11%, 0%, ?, 0%
CCOc1ccc(/C=N/n2cnnc2)cc1
  1%, 2%, 22, -13%, -3%, -4%, 11%
CC(C)N1C(=O)CC(Nc2cccc3cccc(N)c23)C1=O (stereo not drawn)
  ?, 0%, -22, -50%, -11%, -4%, -1%
CCOC(=O)COc1ccc(/C=C2\NC(=S)N(CC)C2=O)cc1
  -11%, 1%, -4, -30%, -8%, 0%, -18%
CC(=O)/C(=C/N(C)C)Sc1ccc(C)cc1
  -30%, 1%, -19, -11%, 2%, -1%, 33%[activator]
CC(=O)Nc1ccc(S(=O)(=O)Nc2nc3ccccc3nc2N2CCCCCC2)cc1
  -13%, 3%, 5, -13%, -2%, 1%, 14%
O=C(NCCc1ccccc1)c1ccc(CS(=O)(=O)c2ccc(Br)cc2)o1
  ?, 0%, ?, -7%, 0%&-2%, 2%&-12%, 20%
CSc1nc(C2CC2)cc(-c2cccs2)c1C#N
  0%, -4%, -102*, -14%, -8%, 2%, -11%
Cc1cc(=O)oc2cc(OCC(=O)N3C[C@H]4C[C@@H](C3)c3cccc(=O)n3C4)c(Cl)cc12
  -30%, -1%, 15, -22%, 0%, -13%, -1%
COc1cccc(N2CCN(CC(=O)Nc3ccccc3C(=O)NCCc3ccccc3)CC2)c1
  -15%, nt, 42, 1%, -2%, -7%, -16%
CCOC(=O)c1cnn(-c2ncnc3sc(CC)cc23)c1N
  7%, 12%, 7, -18%, 0%, -9%, -5%
CCN(Cc1ccc2c(c1)OCCO2)C(=O)CSc1nc(C)nc2sc(C)c(C)c12
  0%, nt, -38, 45%, -3%, 2%, -10%
CCc1nc2ccc(C(=O)Nc3cc(-c4ccccc4)ccc3OC)cn2c1N(C)Cc1ccc(OC)cc1
  nt, nt, -8, nt, -4%, nt, -5%
O=C(/C=C/c1cccc(F)c1)c1ccc(N2CCOCC2)cc1
  ?, -8%, 60, -7%, -8%, -2%, -8%
COc1ccccc1CNC(=O)C(=O)NCCC1CCCCN1S(=O)(=O)c1cccs1 (stereo not drawn)
  -5%, nt, -12, -23%, -2%, -11%, -17%
Cc1cc(C)c2c(c1)cc(C)c1nnc(SCC(=O)Nc3cc(C)on3)n12
  -2%, 0%, ?, -18%, -5%, -12%, 10%
COc1ccc(/C=C(\C#N)C(=O)NCCCn2ccnc2)cc1
  -7%, -1%, 13, -49%, 2%, -3%, -10%
CCOP(=S)(OCC)SCC(=O)NC(C(=O)O)C(C)C (stereo not drawn)
  -11%, 0%, 12, -13%, -1%, ?, 18%
CCOc1ccc([C@@H]2CC=C(C(=O)O)[C@H](c3ccc(Cl)cc3)N2S(=O)(=O)c2ccc(C)cc2)cc1
  -21%, nt, -21, -23%, 1%, -13%, 0%
CC(C)C(N)c1csc(NC(=O)Nc2cccc(C(F)(F)F)c2)n1 (stereo not drawn)
  nt, nt, 3, nt, 5%, nt, 79%[activator]
CO/N=C1\CCn2c1c(C)c1ccccc12
  -1%, -7%, -11, -23%, 0%, 1%, -1%
Cc1ccc(S(=O)(=O)NCC(=O)OCC(=O)NCc2ccc(F)cc2)cc1
  -4%, 0%, 63, -25%, -15%, -5%, 10%
COc1cccc(C(=O)NN2CC(O)=C(c3nc(C)cs3)C2=N)c1
  11%, 7%, 26, -26%, 7%, -11%, 46%[activator]
Cc1ccc(NP(=O)(c2ccc(N(C)C)cc2NC(=O)c2cccs2)N2CCOCC2)cc1 (stereo not drawn)
  -15%, 0%, 5, -7%, -10%, -10%, 0%
CC(=O)CC(C)(C)NC(C)=S
  5%, 2%, 2, 1%, -6%, -3%, 10%
Cn1c(C(=O)N2CCCC(C(=O)NCc3ccccc3)C2)cc2sccc21 (stereo not drawn)
  11%, -1%, 19, 66%[activator], -2%, 3%, 6%
O=C1c2cccc3cc(Br)cc(c23)C(=O)N1Nc1ccc(Br)cc1
  4%, -4%, -33, -15%, -9%, 2%, 7%
O=C(Nc1ccc(Cl)c(S(=O)(=O)N2CCOCC2)c1)C1=NN(c2ccccc2)C(=O)CC1
  nt, nt, 31, 146%[activator], -6%, nt, 3%
CCn1c(SCC(=O)Nc2cc(C)on2)nnc1-c1ccco1
  ?, -4%, 11, -1%, 1%, -10%, 0%
O=c1c2c(nc3cc(-c4cccc(Cl)c4)[nH]n13)CCC2
  ?, -10%, 36, -24%, -2%, -1%, -7%
CCN(c1ccccc1)S(=O)(=O)c1cccc(C(=O)NCc2cccnc2)c1
  -2%, nt, -16, 7%, 5%, -12%, 40%[activator]
Cc1ccc(/C=N/NC(=O)c2nnn(-c3nonc3N)c2-c2ccc3c(c2)OCO3)s1
  -3%, 0%, 0, -40%, -6%, ?, 15%
COc1ccccc1NC(=O)c1sc2nc(C)c(C(=O)Nc3ccc(C)cc3C)c(-c3ccc(C)o3)c2c1N
  -1%, nt, -3, nt, -2%, 3%, nt
CC(C)c1ccc(N2C(=O)CSC23C(=O)N2CCCc4cccc3c42)cc1 (stereo not drawn)
  -19%, 4%, -111*, -1%, 2%, -4%, -5%
Cc1ccc(S(=O)(=O)n2nccc2-c2c(-c3ccccc3)noc2C)cc1
  7%, 4%, -19, -16%, 1%, 1%, -19%
CC(=O)Nc1ccc(NC(=O)c2csc([C@@H]3O[C@H](CO)[C@H](O)[C@H](O)[C@H]3O)n2)cc1
  nt, nt, 23, nt, 3%, nt, -5%
CC1(C)C2CC=C(/C=N/NC(=O)C3CC3)C1C2 (stereo not drawn)
  -1%, -2%, 2, -16%, 2%, -4%, 10%
Cc1ccc(S(=O)(=O)Oc2ccccc2N2C(=O)C3CC=CCC3C2=O)cc1 (stereo not drawn)
  0%, 4%, -12, 8%, 10%, 1%, -5%
CCCCCCC1CC(/C(C)=N\NC(N)=O)OC1=O (stereo not drawn)
  11%, 0%, -6, -19%, 2%, -3%, 16%
COC(=O)c1sc2nc(C)c([N+](=O)[O-])c(C)c2c1N
  1%, -1%, -18, -23%, -10%, -9%, -3%
COc1cc(CCC(=O)Nc2cnc3ccccc3c2)cc(OC)c1OC
  5%, 4%, -15, 21%, -2%, 3%, 2%
CN1C(=O)C(CC(=O)NC2CCCCC2)N(C)C1=O (stereo not drawn)
  -5%, 15%, 15, 1%, 0%, 5%, -3%
CCOc1ccc(-c2cc(-c3nc(-c4cc(OC)c(OC)c(OC)c4)no3)[nH]n2)cc1Cl
  1%, nt, -7, nt, 1%, 4%, nt
Cc1ccc(NCc2cccn2-c2nnc(N3CCC(C(=O)NC(C)C)CC3)s2)cc1
  -11%, nt, -37, nt, 2%, -5%, nt
Cc1cc(NC(=O)CN2CC3CC(C2)c2cccc(=O)n2C3)nc2c1c(=O)oc1ccccc12 (stereo not drawn)
  -30%, 0%, nt, -20%, nt, ?, nt
CC(C)(C)C(=O)Nc1nnc(-c2ccncc2)o1
  1%, -6%, 24, -9%, 4%, ?, 6%[2.32 µM]
CCOC(=O)N1CCC(NC(=O)Cn2cc3c(n2)CCCCC3)CC1
  5%, -2%, -3, 35µM*, 4%, 5%, 0%
O=S(=O)(Cc1cc(NCc2ccccc2)nc(-c2ccncc2)n1)c1ccccc1
  5%, 3%, -8, 5%, 2%, 0%, 32%[activator]

Grouped by structure: those above with bromine (3)
Values run as follows: Sm TGR block, LmPK inhibitor, HCMV inh, AmpC inh no detg, Tb PYK inh, AmpC inh detg, AMA1-RON2 inh
CN(c1ccc(OCC(=O)OCC(=O)Nc2ccc(Br)cc2)cc1)S(=O)(=O)c1cccs1
  -2%, 4%, 11, -37%, 19%, -2%, -20%
O=C(NCCc1ccccc1)c1ccc(CS(=O)(=O)c2ccc(Br)cc2)o1
  ?, 0%, ?, -7%, 0%&-2%, 2%&-12%, 20%
O=C1c2cccc3cc(Br)cc(c23)C(=O)N1Nc1ccc(Br)cc1
  4%, -4%, -33, -15%, -9%, 2%, 7%

Continued.
Values run as follows: Sm TGR block, LmPK inhibitor, HCMV inh, AmpC inh no detg, Tb PYK inh, AmpC inh detg, AMA1-RON2 inh
COCC(=O)NCCc1ccc(S(N)(=O)=O)cc1
  -4%, 5%, -6, -3%, -5%, ?, 2%
CCCn1c(=O)c(C(=O)NCc2ccccc2Cl)c(O)c2ccccc21
  -10%, 5%, -37, -29%, 2%, -12%, 18%
CC(=O)N1CCN(c2nc(CC(C)C)c3c(c2C#N)CCC3)CC1
  -11%, 3%, -25, 96%[activator], 0%, -7%, 11%
Cc1ccc(S(=O)(=O)Nc2cc(C)cc(CCNC=O)c2C)cc1
  nt, nt, -1, nt, 4%, nt, 2%
COc1ccc(S(=O)(=O)N2CCN(C(=O)c3c(C)nn(-c4ccccc4)c3Cl)CC2)cc1
  -35%, 0%, 31, 115%[activator], -2%, 0%, -9%
Cc1ccc(NC(=O)CSc2nc(=O)n(CCCN3CCOCC3)c3c2CCCC3)cc1F
  0%, nt, -7, 280%[activator], 4%, -6%, -17%

Source: PubChem
